Compound activity: PubChem, National Center for Advancing Translational Sciences (NCATS)
BAZ2B inh – BAZ2B (human) inhibition | Q9UIF8 | AlphaScreen BAZ2B-H3K14Ac peptide displacement | Potency, µM (series often up to 114 µM), without a hit: at the highest dose activity change, negative = inhibition, actives largely listed as inhibitors | 4.4% of 360,000 active | AID 504333; note: potency is the fitted concentration of half-maximal effect; % is set by controls: 0 for no effect and ±100 for the full control effect; nearly all actives have a fitted effect of over 60% in size
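AlphaScreen luminescence quantifies BAZ2B engagement of H3K14Ac peptide; the protein and biotinylated peptide are both at 50 nM final, buffer PBS pH 7.4 with 0.01% Tween-20, all steps at room temperature.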
ERG Ets-DNA blk – ERG Ets/DNA interaction inhibition; P11308; fluorescence polarization, His-ERG Ets domain / labelled DNA; Potency, µM (series often up to 76.9 µM), without a hit: at the highest dose FP activity, negative = inhibition, usual class: inhibitors; 0.028% of 370,000 active; AID 624246; active = well fitted inhibition curve with a large enough effect in the polarisation, with a control signal flat; inconclusive = small, poorly fitted or top-dose-only effect, or effect the other way, or a change in a side signal; inactive = no such curve, though single readings can be large or run the other way; the % refers to the polarisation;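 note: polarization taken with two DNA probes labelled with fluorescein and Texas red; potency is the fitted concentration of half-maximal effect; % of control where 0% means no effect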
Target sequence (P11308 whole entry, looked up, the tested form may be a part): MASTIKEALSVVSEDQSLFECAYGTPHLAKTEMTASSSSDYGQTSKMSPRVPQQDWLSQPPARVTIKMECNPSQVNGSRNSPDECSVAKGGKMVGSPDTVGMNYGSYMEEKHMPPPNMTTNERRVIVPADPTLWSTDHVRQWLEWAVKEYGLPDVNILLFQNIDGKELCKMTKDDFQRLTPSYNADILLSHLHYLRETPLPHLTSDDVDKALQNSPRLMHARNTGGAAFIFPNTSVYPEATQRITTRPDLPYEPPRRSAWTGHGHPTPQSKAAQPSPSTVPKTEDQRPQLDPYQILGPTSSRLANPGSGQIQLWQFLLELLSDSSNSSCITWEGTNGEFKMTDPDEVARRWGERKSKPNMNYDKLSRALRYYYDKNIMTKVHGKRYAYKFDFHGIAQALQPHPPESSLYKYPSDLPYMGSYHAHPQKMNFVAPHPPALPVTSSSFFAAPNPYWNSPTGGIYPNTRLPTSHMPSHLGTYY
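His-tagged ERG Ets domain (1 uM in the protein solution; 300mM KCl, 50mM Tris-HCl, 1mM EDTA, 1mM DTT, pH 7.5) received compound, then a probe mix of 5 nM fluorescein-DNA and 100nM Texas-615-DNA. Fluorescence polarization was read for both dyes.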
PI4K2A block – blocks human PI4K2A kinase activity; Q9BTU6; purified PI4K2A, ADP-Glo luminescence, 1 h; stronger effect = lower value; activity change, negative = inhibition, % at 76.9 µM; 0.13% of 420,000 active; in the data active = activity change below about -50%; inconclusive = mostly about -30% to -49%;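 note: -100% = wells without enzyme as full effect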
Target sequence (Q9BTU6 whole entry, looked up): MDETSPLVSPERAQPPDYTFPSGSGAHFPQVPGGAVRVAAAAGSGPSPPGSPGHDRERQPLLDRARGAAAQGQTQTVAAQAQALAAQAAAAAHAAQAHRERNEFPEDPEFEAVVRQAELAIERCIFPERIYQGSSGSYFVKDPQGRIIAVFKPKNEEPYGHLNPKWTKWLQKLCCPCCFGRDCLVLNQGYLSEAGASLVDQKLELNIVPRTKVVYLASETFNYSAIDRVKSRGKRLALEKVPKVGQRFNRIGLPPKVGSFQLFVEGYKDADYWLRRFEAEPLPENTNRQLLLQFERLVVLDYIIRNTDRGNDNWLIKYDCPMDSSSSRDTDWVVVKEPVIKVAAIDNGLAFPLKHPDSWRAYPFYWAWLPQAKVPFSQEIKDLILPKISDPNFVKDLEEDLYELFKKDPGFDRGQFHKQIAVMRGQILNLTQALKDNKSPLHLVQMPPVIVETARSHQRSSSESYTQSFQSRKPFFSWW
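Compounds are screened against recombinant PI4K2A using PI as substrate and ATP, the latter dispensed at 300 microM. Reactions run one hour at ambient temperature before ADP-Glo detection; full inhibition defined by wells lacking enzyme.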
G9a inh – G9a (human) methyltransferase inhibition | Potency, µM (top dose mostly 102 µM), without a hit: at the top dose activity, negative = inhibition, actives largely listed as inhibitors | G9a H3K9 monomethylation, AlphaScreen, 2 h | 8.8% of 350,000 active | AID 504332; note: potency is the fitted concentration of half-maximal effect; % is set by controls: 0 for no effect and ±100 for the full control effect; nearly all actives have a fitted effect of over 75% in size
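Methyltransferase reactions run at room temperature for 2 h (20 nM enzyme, 500 nM biotin-H3K9 peptide, 20 uM SAM) after a 15 min compound preincubation; product detected by AlphaScreen beads and anti-H3K9me1 antibody.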
RGS4 inh – blocks human RGS4-accelerated GTP hydrolysis; P49798; Transcreener GDP fluorescence polarization, RGS4-accelerated GTP hydrolysis; Potency, µM (series often up to 114 µM), for inactives: at the top dose activity change, negative = inhibition, usual class: inhibitors; 0.039% of 390,000 active; AID 504845; note: potency is the fitted concentration of half-maximal effect; % is set by controls: 0 for no effect and ±100 for the full control effect; nearly all actives have a fitted effect of over 75% in size; some results filed as inactive show a strong effect at the top dose
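MLSMR compounds (23 nl, pin-transferred) preincubated 10 min at room temperature with a 500nM (2x) first reagent, then RGS4 at 900nM (2x) plus Transcreener GDP mix added; fluorescence polarization (620/688 nm) read before and after 90 min at 30 °C.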
HP1b binding inh – HP1-beta chromodomain-methylated histone interaction inhibition | 0.56% of 390,000 active | AID 540317 | AlphaScreen HP1-beta / biotin-H3K9me3 peptide binding | Potency, µM (doses to about 114 µM), without a hit: top-dose activity change, negative = inhibition, actives largely listed as inhibitors; note: potency is the fitted concentration of half-maximal effect; nearly all actives have a fitted effect of over 70% in size; inactives centre near 23
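AlphaScreen: HP1-beta (50 nM) preformed 30 min with biotin-H3(1-18)K9me3 peptide (50 nM) in PBS pH 7.4, 0.01% Tween-20. Compound added for 30 min at RT, then streptavidin donor/nickel chelate acceptor beads (10 ug/mL) for 30 min.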
JMJD2A Tudor – inhibitors of human JMJD2A Tudor domain | O75164 | AlphaScreen JMJD2A-Tudor / H3K4me3 peptide binding | Potency, µM (series often up to 114 µM), inactives show at the top dose activity change, negative = inhibition, actives largely listed as inhibitors | 4.4% of 390,000 active; note: potency is the fitted concentration of half-maximal effect; % is set by controls: 0 for no effect and ±100 for the full control effect; nearly all actives have a fitted effect of over 50% in size
ALOX12 inh – ALOX12 (human) lipoxygenase inhibition; P18054; purified 12hLO, xylenol orange hydroperoxide absorbance; Potency, µM (doses to about 108 µM), for inactives: at the highest dose activity change, negative = inhibition, usual class: inhibitors; 1.1% of 580,000 active; AID 1671190; note: potency is the fitted concentration of half-maximal effect; % is set by controls: 0 for no effect and ±100 for the full control effect
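Hydroperoxide product was detected by ferrous iron/xylenol orange as the 573 to 405 nm absorbance ratio. Arachidonic acid at 40 uM (final) was turned over for 30 min at room temperature by 150 nM human 12hLO, pH 7.0 Hepes buffer, after 15 min compound preincubation.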
GLS inhibitor – inhibitors of human glutaminase (GLS). O94925. GLS enzymatic activity, qHTS titration. Potency, µM (highest dose often 45.5 µM), for inactives: at the top dose activity change, negative = inhibition, most hits filed as inhibitors. 0.21% of 410,000 active; note: potency is the fitted concentration of half-maximal effect; % is set by controls: 0 for no effect and ±100 for the full control effect
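Enzyme dispensed in phosphate buffer (45 mM, pH 8.2, 0.02% Tween-20), compounds pinned in, then 1 mM L-glutamine solution and the glutamate oxidase–HRP–Amplex Red mix added; fluorescence read immediately and again after 30 min at room temperature.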
Starred values were filed as active, the others as inactive; ? = inconclusive; . = no result given; & = joins results of further samples; [ ] = remark or other dose. Unless noted, calls come from the whole dose curve; as a rule, active = well fitted curve in the direction sought with a large enough effect; inconclusive = small, poorly fitted or top-dose-only effect, or another doubt; inactive = no such curve, though single readings can be large; an effect the other way counts as inactive or inconclusive.

SMILES	BAZ2B inh	ERG Ets-DNA blk	PI4K2A block	G9a inh	RGS4 inh	HP1b binding inh	JMJD2A Tudor	ALOX12 inh	GLS inhibitor
CCSc1nc2ccccc2c(=O)n1Cc1ccc(F)cc1	205%[activator]	-6%	3	159%[activator]	5%	70%[activator]	31%[activator]	-2%	-5%
COc1ccc(C2CC(c3cccs3)=NN2C(=S)Nc2ccccc2)cc1OC (stereo unspecified)	-31%	-3%	4	15%[59 µM]	8%	-5%	?	2%	5%
Cn1[nH]c(CSc2ccc(Cl)cc2)cc1=O	-39%	-5%	-3	-26%	-16%	8%	-28%	?	-30%
CC(N)=O	.	.	-3	0.79µM*	?	.	.	-8%	.
CC(C)c1cc(C(=O)O)n[nH]1	?	-2%	7	45µM*	29%	2%	28µM*	?	1%
CCSC1=C(C#N)C2(CCCCC2)C(C#N)=C(N)N1	-3%	0%	-3	.	-51%	10%	-22%	-11%	10%
NC(=O)NC(CC(=O)NCc1ccc2c(c1)OCO2)c1ccccc1Cl (stereo unspecified)	1%	3%	-2	10%	4%	-16%	-14%	-3%	-3%
CC(=O)OC1COC(n2c(O)c(N=NC(N)=S)c3ccccc32)C(OC(C)=O)C1OC(C)=O (stereo unspecified)	?	1%	-3	?	-22%	21%	-16%	0%	4%
NS(=O)(=O)c1ccc(NC(=O)CSc2nnc(-c3cnccn3)n2-c2ccccc2)cc1	-4%	7%	-3	7%[59 µM]	-3%	24%	-5%	0%	7%
CC(C)NC(=O)N(C)C[C@H]1Oc2c(NS(=O)(=O)c3ccccc3)cccc2C(=O)N([C@H](C)CO)C[C@@H]1C	.	-9%	-1	.	3%	40%[activator]	-1%	?	6%
CCc1nn(CC(=O)N2CCN(c3cccc(C(F)(F)F)c3)CC2)c(=O)c2cc3occc3n12	4%	1%	-5	3%[59 µM]	6%	5%	-7%	-1%	-18%
S=C(Nc1ccccc1Cl)N1CCN(Cc2ccccc2)CC1	-31%	12%	-1	11%	-7%	21%	-20%	23%	15%
CCN(CC)C(=O)C1CCCN(c2ncnc3c2c(-c2ccccc2)cn3-c2cccc(C)c2)C1 (stereo unspecified)	?	0%	-7	?	-40%	19%	?	-22%	6%
COC(=O)CNC(=O)C1CCN(c2nc(C)cc(C)n2)CC1	-18%	2%	-4	-1%	13%	33%[activator]	9%	3%	2%
CC(C)OC(=O)CSc1nnc(-c2ccc(Cl)cc2Cl)o1	6%	1%	0	53%[activator][59 µM]	12%	39%[activator]	22%	0%	-6%
O=C(Nc1nc2ccccc2[nH]1)c1ccccc1	-37%	0%	-20	10%[59 µM]	-22%	8%	-29%	0%	2%
CCN(CC)S(=O)(=O)c1ccc(N2CCOCC2)c(NC(=O)C2CCCC2)c1	13%	-6%	0	-4%[59 µM]	6%	30%[activator]	-3%	8%	-12%
Cc1ccc(CNC(=O)CSc2nnc(CNC(=O)c3ccccc3)o2)cc1	0%	-3%	-3	.	-6%	11%	-9%	6%	-1%
CCCSc1nc(N)nc(-c2cccs2)c1C#N	11%	7%	-2	9%[0.501 µM]	-19%	75%[activator]	32%	0%	12%
COc1ccccc1NC(=O)CSc1ccc(-c2cccs2)nn1	2%	-3%	-1	?	4%	24%	2%	-2%	-12%
Cc1cc(NS(=O)(=O)c2ccc(NC(=O)COc3ccccc3[N+](=O)[O-])cc2)no1	0%	4%	-5	41%	1%	-7%	?	336%[activator]	15%
COc1ccc(CNC(=O)Nc2cccc(C(F)(F)F)c2)cc1OC	-3%	-7%	-10	-37%[59 µM]	-21%	8%	-12%	-2%	8%
COc1ccc(S(N)(=O)=O)cc1C(=O)NCC(C)(C)N1CCOCC1	-20%	4%	3	8%	9%	-3%	-13%	-9%	-6%
CC(=O)Nc1nc(-c2cccc3ccccc23)cs1	-34%	2%	-1	11%[59 µM]	-42%[56.9 µM]	4%	?	-2%	?
CCOc1cc(/C=C2/C(=N)N3N=C(C)SC3=NC2=O)ccc1OS(=O)(=O)c1ccc(C)cc1	8%	1%	-19	2%	?	1%	-22%	3%	4%
Cc1ccc2c(cnn2C(=O)CCCC(=O)NC(C)c2ccccc2)c1 (stereo unspecified)	13%	4%	-3	.	-11%	46%[activator]	-14%	-11%	-2%
CCN(CC(=O)Nc1ccccc1C(F)(F)F)C(=O)c1cc(S(=O)(=O)N2CCCCCC2)ccc1OC	5%	9%	-6	-11%	-35%	16%	-20%	0%	3%
CCC1(CC)NC(=S)NC1=S	.	2%	1	.	10%	36%	-7%	0%	-5%
CN(C)CCCNC(=O)C(=O)NCC(c1cccs1)S(=O)(=O)c1ccc(F)cc1 (stereo unspecified)	-17%	2%	-1	-42%	-12%	33%	4%	0%	-5%
NC(=O)CC(NC(=O)Cc1ccc(Br)cc1)c1ccc(NCc2ccccn2)c([N+](=O)[O-])c1 (stereo unspecified)	79µM*	-15%	2	-108%[59 µM]	10%	1%	?	?	6%
COC(=O)C1CCN(C(=O)COC(=O)c2oc3ccc(OC)cc3c2C)CC1	-14%	0%	-2	.	-9%	29%	-1%	8%	2%
CC1(C)CCC(NC(=O)[C@@H](N)CCC(=O)O)CC1	.	.	2	39%[activator][59 µM]	3%[56.9 µM]	.	.	.	-10%
CCn1nc(NC(=O)C(C)C)c2cc3ccc(C)cc3nc21	16%	-5%	-9	46%[0.501 µM]	-13%	45%[activator][57 µM]	21%	4%	-11%
CCCCn1c(=O)[nH]c(=O)c2c1nc(-c1ccc([N+](=O)[O-])cc1)n2CC	20%	2%	1	?	-15%	27%	-3%	16%	-10%
Cc1ccc(NC(=O)CN(C)C(=O)/C=C/c2cccc(F)c2)cc1	-3%	2%	0	21%	-19%	24%	2%	1%	8%
CC(C)C[C@H](NC(=O)NCCc1ccc(Cl)cc1)C(=O)O	7%	1%	2	4%	-2%	2%	-12%	3%	7%
COC(=O)c1ccccc1NC(=O)CSc1ccccc1	269%[activator]	-4%	1	15%[12.7 µM]	-26%	167%[activator]	9%[57.1 µM]	0%	1%
O=C(NCc1ccccc1)C1=C[C@H](C2CCCCC2)C[C@H](OCCCCO)O1	.	-5%	-1	.	9%	27%	-29%	?	3%
CCCCNC(=O)c1cn(C)c2ccc(S(=O)(=O)N3CC(C)CC(C)C3)cc2c1=O (stereo unspecified)	-19%	1%	3	15%	-12%[56.9 µM]	33%	-9%	.	6%
Cc1nn(-c2ccc(F)cc2)c(Cl)c1/C=C/C(=O)OCC(=O)Nc1ccc(F)cc1F	-1%	-4%	-1	?	1%	8%	-8%	2%	0%
Fc1ccc(-c2ncc3ccccn23)cc1	-13%	12%	-1	-21%[0.501 µM]	-17%	30%	-12%	-9%	-9%
COc1ccc(C2=NOC(C(=O)Nc3cccnc3Cl)C2)cc1 (stereo unspecified)	-16%	-26%	2	-7%	-19%	70%[activator]	-18%	-13%	-7%
COc1ccc(N2CCN(c3nc4ccccc4n3CC(=O)c3ccccc3)CC2)cc1	?	-6%	3	14µM*	-7%	?	?	-37%	.
CCS(=O)(=O)c1nnnn1-c1ccccc1S(C)(=O)=O	-3%	1%	19	-1%[12.7 µM]	-29%	37%[activator]	-16%	-6%	-2%
C=CC(=O)Nc1cccc(Nc2nc(N[C@H]3CC[C@H](N(C)C)CC3)nc3c2ncn3C(C)C)c1	.	2%	-5	.	-19%	-28%	?	.	-10%
COC(=O)CN1C(=O)C(C)(C)Oc2ccc(C(=O)Nc3cccc(OC)c3)cc21	3%	-1%	4	16%	18%	-1%	-8%	-12%	3%
CCn1cnc2c1c(=O)n(CC(=O)O)c(=O)n2Cc1ccccc1	4%	2%	0	-9%	14%	-14%	-21%	-14%&-14%	-12%
CCCCN(C(=O)COC(=O)c1ccccc1)c1c(N)n(CCC)c(=O)[nH]c1=O	.	-6%	-5	.	4%	4%	-10%	-3%	2%

Single values from the entries so far:
Reading for COC(=O)c1ccccc1NC(=O)CSc1ccccc1 under JMJD2A Tudor: 9%[57.1 µM]
Reading for CCCCN(C(=O)COC(=O)c1ccccc1)c1c(N)n(CCC)c(=O)[nH]c1=O under HP1b binding inh: 4%

Next compounds.
SMILES	BAZ2B inh	ERG Ets-DNA blk	PI4K2A block	G9a inh	RGS4 inh	HP1b binding inh	JMJD2A Tudor	ALOX12 inh	GLS inhibitor
Cc1cccc(C)c1OCC(O)CN (stereo unspecified)	-1%	-1%	-1	-6%[59 µM]	-47%	45%[activator]	-4%	-5%	0%
CC(C)(C)n1ncc2c(=O)n(CC(=O)NCc3ccco3)cnc21	6%	-5%	1	5%[59 µM]	-31%	30%	-6%	0%	-6%
O=C(Cc1ccccc1)Nc1ncccn1	?	-3%	-5	15%[2.33 µM]	6%	46%[activator]	-26%	4%	0%
Clc1ccc(Oc2ncnc3oc(-c4ccccc4)cc23)cc1	?	-2%	-1	-4%	28%	22%	-11%	17%	13%
COc1ccccc1C(=O)Nc1ccc(-c2nc3ccccc3s2)c(C)c1	-1%	3%	1	5%[59 µM]	9%	28%	-9%	7%	-1%
CCOc1cc(CNCCSc2nnnn2C)cc(Br)c1OCc1ccccc1	-1%	3%	8	-22%[2.33 µM]	-32%	41%[activator]	-13%	?	6%
O=C(CCC1CCCN(c2ncccn2)C1)NCc1ccccc1F (stereo unspecified)	2%	-2%	-3	.	-13%	36%	-9%	-7%	0%

These rows are one share of the data, so the mix of outcomes need not match the whole.
